TbMetRS inhib: T. brucei MetRS inhibitors, primary screen, biochemical, luminescence; methionyl-tRNA synthetase (Trypanosoma brucei brucei); purified T. brucei MetRS, ATP depletion, Kinase-Glo luminescence; inhibition, % at 11.9 µM; 0.4% of 360,000 active; AID 624268, 2012;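 active = inhibition above a per-plate cutoff of the control wells' mean inhibition plus 3 SD, cut at about 5.5% in these data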;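 also: 0% = DMSO wells median and 100% = median of wells with control inhibitor compound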
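Material – parasite MetRS enzyme · Medium – HEPES-MgCl2-KCl buffer plus DTT, spermine, BSA, pyrophosphatase · Reagent – ATP, methionine and E. coli bulk tRNA substrates · Times – 15 min enzyme-compound preincubation, 2 h reaction, 10 min detection, 25 °C · Measured by – luminescence of leftover ATP · Evaluation – percent inhibition relative to median high and low control wells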
MsrA inhibitor: bovine MsrA enzyme inhibitors, primary screen, biochemical, absorbance, HTS. Methionine sulfoxide reductase A (Bos taurus). inhibition, % at 15.5 µM. 0.75% of 360,000 active. purified bovine MsrA, absorbance read-out. AID 651718, 2012; in the data active = inhibition above about 4.5%;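 also: 0% = vehicle wells with enzyme and 100% = reference inhibitor wells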
CendR NRP1 mod: modulators of CendR peptide binding to NRP-1, primary screen, biochemical, fluorescence polarization, uHTS | Neuropilin-1 (Homo sapiens), O14786 | FAM-RPARPAR peptide binding to NRP-1 | inhibition, % at 25 µM | 0.85% of 360,000 active | AID 602438, 2012;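 active = inhibition or corrected inhibition above about 18%, plus a signal ratio from 0.5 to 1.5, limit read from the data, passing the limit was not always enough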; also: strong numbers were not always called active
Target sequence (O14786 whole entry, looked up): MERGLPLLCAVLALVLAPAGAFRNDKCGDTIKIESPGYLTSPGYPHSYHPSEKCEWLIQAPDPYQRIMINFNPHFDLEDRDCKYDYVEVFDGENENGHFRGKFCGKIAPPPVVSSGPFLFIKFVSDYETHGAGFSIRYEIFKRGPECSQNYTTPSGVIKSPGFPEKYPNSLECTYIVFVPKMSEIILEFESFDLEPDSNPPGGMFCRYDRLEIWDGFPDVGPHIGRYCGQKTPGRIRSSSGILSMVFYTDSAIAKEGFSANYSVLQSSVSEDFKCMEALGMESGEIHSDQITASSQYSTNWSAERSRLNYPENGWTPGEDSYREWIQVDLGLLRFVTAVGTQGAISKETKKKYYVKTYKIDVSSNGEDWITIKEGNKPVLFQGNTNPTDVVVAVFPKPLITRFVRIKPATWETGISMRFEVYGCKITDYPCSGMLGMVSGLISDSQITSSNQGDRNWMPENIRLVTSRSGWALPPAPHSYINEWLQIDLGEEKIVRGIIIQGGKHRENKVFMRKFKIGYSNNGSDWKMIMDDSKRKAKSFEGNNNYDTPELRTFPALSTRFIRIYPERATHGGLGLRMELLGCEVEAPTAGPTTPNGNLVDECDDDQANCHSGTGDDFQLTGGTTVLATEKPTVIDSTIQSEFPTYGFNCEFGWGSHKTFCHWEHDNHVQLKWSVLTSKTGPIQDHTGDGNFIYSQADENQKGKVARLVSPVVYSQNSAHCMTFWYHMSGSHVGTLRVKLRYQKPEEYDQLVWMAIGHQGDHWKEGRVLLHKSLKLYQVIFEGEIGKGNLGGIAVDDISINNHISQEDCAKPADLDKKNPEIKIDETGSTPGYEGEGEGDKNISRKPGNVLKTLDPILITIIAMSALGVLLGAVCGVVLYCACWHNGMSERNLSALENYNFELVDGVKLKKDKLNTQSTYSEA
E coli Lon inh: inhibitors of E. coli Lon protease, primary screen, biochemical, fluorescence polarization; P0A9M0; purified E. coli Lon protease; inhibition, % at 7.94 µM; 0.42% of 360,000 active; in the data active = inhibition above about 13%, passing the limit was not always enough;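 also: 0% = enzyme with probe and DMSO and 100% = no enzyme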
FAS TE block: FAS thioesterase domain inhibitors, primary screen, biochemical, fluorescence intensity, uHTS; recombinant FAS-TE, OMFH fluorogenic substrate, fluorescence endpoint; inhibition, % at 15 µM; 0.67% of 360,000 active; AID 602261, 2012;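 active = compounds whose normalised, plate-corrected inhibition of enzyme fluorescence in the single-dose primary screen is 50% or more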;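 also: 0% = DMSO with enzyme and 100% = substrate without enzyme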
SKN-1 inh: suppressors of acrylamide-induced Pgst-4::GFP reporter in worms, primary screen, SKN-1 inhibitor project, whole organism, uHTS, GFP/RFP fluorescence ratio, strain VP596 | AID 624304, 2012 | 0.49% of 360,000 active | C. elegans VP596 Pgst-4::GFP/RFP ratio, 24 h | inhibition, % at 21.8 µM;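 active = interference check ratio from 0.5 to 1.5 plus GFP to RFP signal ratio inhibition reaching or exceeding a fixed threshold, cut at about 30% in these data, passing the limit was not always enough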; also: some compounds called inactive have numbers as strong as hits
MT1-MMP act inh: blockers of MT1-MMP proenzyme processing, primary screen, HT1080 RFP-PRO-GFP cells, GFP/RFP fluorescence; 0.061% of 360,000 active; GFP/RFP ratio change, % at 20 µM; GFP/RFP ratio fluorescence, overnight; percent of plate control window, DMSO zero; Matrix metalloproteinase-14 (Homo sapiens), P50281; AID 651647, 2012;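 active = GFP/RFP ratio change of at least 30% with cell ATP level not reduced by more than half and red fluorescence within 50% of control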; also: strong numbers were not always called active
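Assay system: RFP-PRO-GFP reporter HT1080 cells; read-out basis: GFP/RFP fluorescence ratio; benchmarks: DMSO wells and RFP-L50D-GFP cells; doses: 20 µM single dose, 1% DMSO; schedule: overnight cell settling, then overnight compound exposure, 37 °C, 5% CO2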
PABP1 MLLE inh: inhibitors of PABP1 MLLE–PAM2 peptide binding, primary screen, biochemical, fluorescence polarization, FITC-PAM2, GST-MLLE; Polyadenylate-binding protein 1 (Homo sapiens), P11940; inhibition, % at 20 µM; 0.36% of 360,000 active; in the data active = inhibition above about 35%, passing the limit was not always enough;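 also: plate controls were DMSO wells with GST-MLLE for no effect and wells lacking GST-MLLE protein for full effect; some results filed as inactive read as strong as hits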
MsrA act: bovine MsrA enzyme activators, primary screen, biochemical, absorbance, HTS | purified bovine MsrA, absorbance read-out | activation, % at 10.6 µM | AID 602163, 2012 | 0.3% of 360,000 active | Methionine sulfoxide reductase A (Bos taurus); in the data active = activation above about 7.5%;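 also: 0% = vehicle and 100% = reference activator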
* = called active by the depositor; i = inactive; / = no result given; & = joins results of further samples.

SMILES	TbMetRS inhib	MsrA inhibitor	CendR NRP1 mod	E coli Lon inh	FAS TE block	SKN-1 inh	MT1-MMP act inh	PABP1 MLLE inh	MsrA act
CCOC(=O)c1[nH]c2c(c1C)C(=O)CC(c1ccco1)C2 (stereo not drawn)	-0.3	0.8	-19	-10	-2	7	16	-14	-4
CCN(CC)CCCN1C(=O)C(O)=C(C(=O)c2ccc(C)o2)C1c1ccc(C)o1 (stereo not drawn)	0.5	1.3	-11	7	-7	16	-1	0	-2
CC(=O)Nc1ccc(OCC(=O)NCCc2ccccc2)cc1	-0.3	1.0	-2	-1	-4	3	0	-11	7.8*
CCCC(=O)NC(=S)Nc1ccccc1OC	-1.2	-0.4	-14	7	0	-11	-3	29	-11
O=C(COC(=O)c1cc([N+](=O)[O-])ccc1NCc1ccccc1)NC1CCCCC1	-1.3	0.2	-1	3	61*	-3	4	6	-9
Cc1c(C(=O)N(C)c2ccccc2Cl)cnn1-c1ccccc1	-1.3	0.1	15	1	-5	-7	-3	-1	-2
CC(C)Cc1nnc(NC(=O)CSc2nc(-c3ccccc3)cc(=O)[nH]2)s1	0.2	2.4	4	-3	-2	5	2	13	-1
Cc1cccc(C(=O)Nc2cccc3c2CCCC3)c1	0.2	0.2	-4	-8	4	6	0	3	-2
COCCn1c(SCC(=O)NCCc2ccc(OC)c(OC)c2)nc2c([nH]c3ccccc32)c1=O	0.0	-1.1	-6	4	2	23	2	-7	-2
Cc1ccc(C)c(S(=O)(=O)Nc2ccc(C(=O)NCCc3ccccn3)cc2)c1	-0.4	-1.0	-2	10	-6	1	0	6	-1
Cc1ccccc1-c1noc(CNC(=O)c2ccco2)n1	0.1	0.8	5	0	-1	11	0	-7	-2
O=C(c1csc2c1CCCC2)N1CCN(c2ncccn2)CC1	-0.6	/	-4	-4	-5	15	17	14	-10
O=C(NC1CCCC1)C(c1c[nH]c2ccccc12)N(C(=O)Cn1nnc(-c2ccc(Cl)cc2)n1)c1ccccc1 (stereo not drawn)	-0.9	0.8	13	1	64*	7	-1	-59	-12
COc1ccc(N2CCN(C(=O)[C@@H]3CCCN3C3=NS(=O)(=O)c4ccccc43)CC2)cc1	-0.2	1.1	-6	-9	-4	11	0	-2	-1
C[C@@H]1CN([C@H](C)CO)C(=O)CCCn2nncc2CO[C@H]1CN(C)C(=O)c1ccncc1	-0.9	0.2	-25	-6	0	-5	-1	6	-1
O=C(NC(C(=O)N1CCCC1C(=O)O)=C1CCCCC1)c1ccccc1 (stereo not drawn)	-1.6	0.2	-4	-7	-1	-4	-4	4	2
CCCCOc1ccc(C(=O)Nc2cc(C)c(OCC(=O)N3CCOCC3)c(C)c2)cc1	-1.0	-0.7	8	2	-2	-12	0	9	-7
CCC1Oc2ccccc2N(CC(=O)NCCN2CCCC2)C1=O (stereo not drawn)	-0.4	-0.1	1	-5	-3	11	1	-2	-1
CN1CCN(S(=O)(=O)c2ccc(NC(=O)c3cccc(F)c3)cc2)CC1	0.4	-0.9	10	-8	-4	11	4	-7	-1
CC(C)C[C@H](NC(=O)NCCC1=CCCCC1)C(=O)O	0.1	-0.4	4	7	-6	13	1	-3	-4
CCN(CC)CCCN1C(=O)C(=O)/C(=C(/O)c2ccc3c(c2)OCCO3)C1c1ccco1 (stereo not drawn)	0.3	3.5	-13	1	-11	12	-5	-1	-4
CN(C)S(=O)(=O)N(CC(=O)Nc1ccc2ccccc2c1)c1ccccc1	-0.1	-0.3	6	4	12	25	-1	-12	-2
CCC1CCCCN1CCCNC(=O)CCNC(=O)Cn1cnc2ccccc2c1=O (stereo not drawn)	-0.2	0.2	9	-4	-3	-6	0	-1	-2
CCOC(=O)CN1C(=O)C(CC)Oc2ccc(Cl)cc21 (stereo not drawn)	-1.0	-1.2	-8	-10	0	-3	9	-1	0
CC1(c2cccc(Br)c2)NC(=O)N(CC(=O)NCC2CCCO2)C1=O (stereo not drawn)	-0.3	0.6	0	6	-6	4	1	6	-2
Cc1ccc(C)c(NC(=S)N(C)C)c1	-0.5	-0.5	-22	0	-11	-11	0	-84	-2
O=S(=O)(NCC1COc2ccccc2O1)c1ccccc1F (stereo not drawn)	0.1	-0.6	0	2	0	-8	-2	6	-2
COc1cccc(OC)c1OC(=O)/C=C/c1ccc(C)o1	-0.8	4.0	5	-3	3	5	-3	-3	-5
CCn1cc(C(=O)NCc2ccc3c(c2)OCO3)c(=O)c2cc(S(=O)(=O)N(C)C)ccc21	-0.1	1.3	1	-16	57*	-5	1	4	2
O=C(O)Cc1sc(N/N=C\c2ccncc2)nc1-c1ccccc1	-0.1	3.3	-138	-111	-5	-21	-87	-71	-7
O=C(Nc1ccccc1C(=O)N1CCN(c2cccc(Cl)c2)CC1)C1=CSCCO1	0.0	-0.6	-8	3	11	11	-1	-2	-1
CCCCC(=O)Nc1cccc(-c2nn3c(C)nnc3s2)c1	0.5	-0.3	-4	-4	-2	8	-2	2	-2
O=C(Nc1cccc(S(=O)(=O)N2CCCCC2)c1)[C@@H]1CCCN1S(=O)(=O)c1ccccc1C(F)(F)F	-0.3	1.2	3	6	33	11	/	-4	-2
Cc1nc2cc(NCc3ccccc3O)ccc2n1Cc1ccccc1	0.1	1.8	3	-5	-2	-5	1	-11	-5
COc1ccc(CCNC(=O)CSc2nc(O)cc(=O)[nH]2)cc1OC	-0.2	0.0	4	1	-5	0	5	11	-4
O=C(O)c1ccccc1-c1c2cc(I)c(=O)c(I)c-2oc2c(I)c(O)c(I)cc12	-1.7&-0.4	2.1&-0.2	142&142	21&-15	-150&-127	47&57	19&16	i	-7&-3
COCCN1CC(CNC(=O)c2cc(COc3ccc(C)c(C)c3)on2)CC1=O (stereo not drawn)	-0.3	0.6	12	7	-8	3	0	-3	-3
Cc1ccsc1C(=O)N1CCN(c2ccccn2)CC1	-0.7	0.0	4	-9	-5	-23	4	-3	-5
O=C(Cn1c(SCc2ccccc2)nc2ccccc21)N1CCOCC1	-0.2	-0.8	2	-6	-3	3	2	-1	-3
CNc1cc(-c2ccc(C(=O)OC)cc2)ncn1	0.0	-0.6	-12	-27	-4	13	3	-14	-1
CC1CCN(C(=O)Cn2cc(C#N)c3ccccc32)CC1	-0.2	0.4	7	1	0	2	0	1	-2
COc1ccc2c(c1)CC/C2=N\OC(=O)c1ccccc1C	-1.1	0.3	-13	7	14	9	2	-11	-11
CCCN1CCC(NC(=O)CCc2nnc(Cc3cc(OC)ccc3OC)o2)CC1	-0.1	-0.2	8	-1	-4	-5	-5	10	-3
CC(Oc1cc2oc(=O)c3c(c2cc1Cl)CCC3)C(=O)NCc1ccncc1 (stereo not drawn)	-0.3	1.0	-2	1	1	-6	4	-3	-3
CCOC(=O)CCC(=O)N1CCOCCOCCOCC1	0.1	-0.3	11	-2	-7	5	3	8	-3
C(=N/Nc1nc(-c2ccccc2)cc(-c2ccccc2)n1)/c1cccnc1	0.2	1.9	6	4	20	2	-54	-6	-2
O=C(CS(=O)c1ccc(F)cc1)N1CCOCC1 (stereo not drawn)	0.2	0.1	6	-4	-4	12	1	2	-3
CC(=O)c1c(C)nc2cc(Cl)ccc2c1N	-1.4	1.2	-12	8	-10	-25	3	6	-4
CC1SC2(NC1=O)C1CC3CC(C1)CC2C3 (stereo not drawn)	-0.7	-0.6	-2	3	-4	-4	1	-9	-4
CCOC(=O)Cn1ccc2cc(S(=O)(=O)N3CCCC3)ccc21	-0.4	0.9	-8	0	-3	-4	1	-4	-9
Cc1nn2cnc3sc4c(c3c2nc1=O)CCCC4	0.1	0.8	-172	1	-5	5	2	22	3
CCCCCCCCN1C(=O)[C@H](CC(=O)NCCC(C)C)C[C@@]2(C(=O)OCC)CCCC=C12	-0.2	-0.1	-6	-9	9	12	-6	/	0
COc1ccc(C(=O)NC2CCCc3c2cnn3-c2ccc(C)c(C)c2)c(OC)c1OC (stereo not drawn)	0.5	-0.2	6	-3	7	-8	-1	4	-1
COc1cccc(/C=C/C(=O)OCC(=O)Nc2ccc(Cl)cn2)c1	-0.2	/	4	14*	-4	-8	3	-3	-4
Oc1ccccc1CN1CCCC(N2CCc3ccccc3C2)C1 (stereo not drawn)	-0.4	0.2	-8	-8	-4	5	0	-6	-2
C/C(=N\NC(=O)c1nnn(-c2nonc2N)c1CSc1ccc(C)cc1)c1cccnc1	0.4	-0.4	-8	-20	-1	3	6	0	-7
O=C(COc1cccc2c1CCN(Cc1ccc(Cl)cc1)C2=O)N1CCOCC1	0.1	1.1	0	1	-4	-5	0	8	-4
CCc1cccc(CC)c1C(OC(C)=O)c1cccnc1 (stereo not drawn)	-0.7	0.6	10	-9	2	-1	1	1	0
CC(=O)N1CCN(Cc2nc3cc(NC(=O)COc4cccc(C)c4)ccc3n2C)CC1	-0.8	-0.4	3	-2	-4	1	2	-9	-6
COc1ccc(C(=O)n2nc(C)c(Br)c2C)cc1	-0.6	0.4	17	-3	8	3	5	-6	-9

Records listed so far shown as hits in MsrA act:
canonical_smiles | TbMetRS inhib | MsrA inhibitor | CendR NRP1 mod | E coli Lon inh | SKN-1 inh | MT1-MMP act inh | PABP1 MLLE inh | MsrA act
CC(=O)Nc1ccc(OCC(=O)NCCc2ccccc2)cc1 | -0.3 | 1.0 | -2 | -1 | 3 | 0 | -11 | 7.8*

Back to the main list, starting two compounds before the break.
SMILES	TbMetRS inhib	MsrA inhibitor	CendR NRP1 mod	E coli Lon inh	FAS TE block	SKN-1 inh	MT1-MMP act inh	PABP1 MLLE inh	MsrA act
CC(=O)N1CCN(Cc2nc3cc(NC(=O)COc4cccc(C)c4)ccc3n2C)CC1	-0.8	-0.4	3	-2	-4	1	2	-9	-6
COc1ccc(C(=O)n2nc(C)c(Br)c2C)cc1	-0.6	0.4	17	-3	8	3	5	-6	-9
CCN(CC)c1nc2ccccc2nc1C(C#N)C(=O)NCCc1ccccc1 (stereo not drawn)	-0.1	-0.7	130	-10	-101	-37	-176	48	1
O=C(COC(=O)c1cccnc1)Nc1cccc(Cl)c1	-0.3	0.7	-10	-4	-6	-12	4	-7	-12
COC(=O)/C=C/c1cccc([C@H]2[C@@H]3C=CC[C@@H](C)[C@@H]3C(=O)N2Cc2ccccc2)c1	-0.6	-1.0	-6	-3	21	-10	-7	6	3
CN1CCN(C(=O)C23CCC(C)(c4nc5ccccc5nc42)C3(C)C)CC1 (stereo not drawn)	-0.9	1.2	-6	-5	-6	13	-7	9	-4

Rows are unselected; 4% or so of the library scored in one or more.
